ABHD5-PLIN5 inh = inhibitors of human ABHD5-perilipin-5 interaction | Q00G26+Q8WTS1 | Split G. princeps luciferase complementation, luminescence, 4 h | inhibition, % at 4 µM | 0.78% of 360,000 active;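 active = inhibition above the mean inhibition across every tested compound plus 3 SD, cut at about 22% in these data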;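 also: 0% = DMSO only wells and the 100% control is not disclosed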
NCOA3 inh = inhibits human SRC3 coactivator. HEK293 GAL4-SRC3 luciferase reporter, luminescence. inhibition, % at 3.6 µM. 0.17% of 360,000 active;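 active = inhibition above a per-campaign cutoff, the mean of all compounds plus 3 SD, cut at about 60% in these data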;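 also: 0% = DMSO-treated cells and 100% = gossypol-treated cells at 36 µM; higher means less SRC3-driven luciferase light from the GAL4 reporter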
NR5A2 inv ag = suppresses constitutive activity of human LRH-1 | O00482 | HEK293T StAR-luciferase reporter, LRH-1 transfected, 24 h | inhibition, % at 3.6 µM | 0.13% of 360,000 active;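 active = inhibition above the mean inhibition of all tested compounds plus 3 SD, cut at about 73% in these data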;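 also: 0% = DMSO wells and 100% = reporter-only cells lacking LRH-1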
Target sequence (O00482 whole entry, looked up): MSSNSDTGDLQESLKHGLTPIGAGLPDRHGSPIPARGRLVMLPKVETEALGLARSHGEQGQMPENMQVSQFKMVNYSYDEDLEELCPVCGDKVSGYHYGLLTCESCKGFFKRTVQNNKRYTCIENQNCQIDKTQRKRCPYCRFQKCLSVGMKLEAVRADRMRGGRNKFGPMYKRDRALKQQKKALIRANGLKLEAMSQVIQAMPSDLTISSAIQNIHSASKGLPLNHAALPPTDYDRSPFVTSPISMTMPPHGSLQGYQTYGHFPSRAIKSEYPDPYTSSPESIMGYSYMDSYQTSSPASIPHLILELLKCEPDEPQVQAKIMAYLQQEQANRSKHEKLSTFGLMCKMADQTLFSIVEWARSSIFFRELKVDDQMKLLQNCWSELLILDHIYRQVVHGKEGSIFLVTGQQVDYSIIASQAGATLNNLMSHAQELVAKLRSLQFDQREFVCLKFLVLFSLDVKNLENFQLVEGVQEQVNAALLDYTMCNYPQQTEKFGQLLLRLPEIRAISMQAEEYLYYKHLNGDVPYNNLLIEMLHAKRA
TLR9-MyD88 inh = TLR9-MyD88 interaction inhibition; 0.21% of 340,000 active; AID 504734; CHO BLA complementation TLR9-MyD88, CCF4 FRET ratio; inhibition, % at 4.98 µM;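 active = inhibition above the mean over all tested compounds plus 3 SD, cut at about 21% in these data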;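 also: 0% = DMSO only wells and 100% = clavulanate BLA inhibitor control wells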
COUP-TFII inh = blocks human COUP-TFII nuclear receptor; P24468; HEK293T NGFI-A luciferase reporter, luminescence; inhibition, % at 8.6 µM; 0.7% of 370,000 active; AID 686940;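 active = inhibition above a per-plate cutoff, mean inhibition of test wells between control levels plus 3 SD, cut at about 38% in these data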;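 also: cells cotransfected with COUP-TFII expression vector driving the NGFI-A reporter; 0% = median of COUP-TF2 test wells and 100% = reporter-only cells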
Target sequence (P24468 whole entry, looked up): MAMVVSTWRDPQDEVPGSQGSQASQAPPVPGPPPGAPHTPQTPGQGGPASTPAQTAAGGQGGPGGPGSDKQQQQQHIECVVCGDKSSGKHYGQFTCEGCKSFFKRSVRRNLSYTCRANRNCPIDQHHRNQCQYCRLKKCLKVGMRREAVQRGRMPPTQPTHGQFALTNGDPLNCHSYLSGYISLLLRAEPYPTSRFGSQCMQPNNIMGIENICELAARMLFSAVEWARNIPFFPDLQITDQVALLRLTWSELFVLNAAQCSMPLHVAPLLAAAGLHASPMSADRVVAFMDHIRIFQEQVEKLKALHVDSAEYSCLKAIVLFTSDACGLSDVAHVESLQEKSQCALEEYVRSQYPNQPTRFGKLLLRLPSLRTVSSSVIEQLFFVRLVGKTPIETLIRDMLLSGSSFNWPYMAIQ
MC4R barr agon = agonists of human melanocortin 4 receptor (MC4R) beta-arrestin; P32245; U2OS MC4R beta-arrestin complementation, luminescence; percent of melanotan II response, DMSO zero; activation, % at 8.9 µM; 0.98% of 360,000 active;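 active = activation above a per-plate cutoff, the mean activation of sample wells on that plate plus 3 SD, cut at about 8% in these data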
MC4R antagonist = human MC4R antagonism in cAMP assay | MC4R-expressing cells, MTII-stimulated cAMP, LANCE TR-FRET | inhibition, % at 6.5 µM | P32245 | 0.48% of 360,000 active;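 active = inhibition above its plate's cutoff, the mean of tested wells on that plate plus 3 SD, cut at about 29% in these data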;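 also: 0% = Melanotan II alone and 100% = Melanotan II plus saturating MCL0020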
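Assay system: human MC4R-expressing U2OS cells; reagent: Melanotan II stimulation of cells; dosing: 6.5 µM single dose; timing: compound 30 min, challenge 1 h, detection 1 h; signal: TR-FRET cAMP assay; replicates: one well per compound, no replicates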
EBV LMP1 NFkB = inhibitors of Epstein-Barr LMP1-induced NF-kappaB reporter; LMP1-induced NF-kappaB luciferase reporter cells, luminescence; inhibition, % at 12.5 µM; 0.69% of 350,000 active; AID 504558; in the data active = inhibition above about 41%;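 also: 0% = neutral control wells and 100% = reference inhibitor control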
NOD2-RIPK2 inh = NOD2-RIPK2 protein interaction inhibition; inhibition, % at 4.98 µM; CHO BLA complementation NOD2-RIPK2, CCF4 ratio; 0.38% of 360,000 active; in the data active = inhibition above about 21%;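 also: 0% = vehicle only and 100% = reference blocker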
SRC1 inh = inhibits human SRC1 coactivator | inhibition, % at 3.6 µM | 0.12% of 360,000 active | Q15788 | AID 588354 | HEK293 GAL4-SRC1 luciferase reporter, luminescence;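 active = inhibition above the campaign mean plus 3 SD, with each screening campaign given its own cutoff, cut at about 60% in these data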;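 also: 0% = DMSO treated cells and 100% = gossypol at 36 µM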
NCOA2 inhibitor = human SRC2 (NCOA2) inhibition | HEK293 GAL4-SRC2 luciferase reporter, luminescence | 0.17% of 370,000 active | AID 651957 | Q15596 | inhibition, % at 9 µM;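 active = inhibition above the mean inhibition of all tested compounds plus 3 SD, set per campaign, cut at about 52% in these data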;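 also: 0% = DMSO treated cells and 100% = cells given Gossypol at 36 µM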
Active calls of the source: *; . = not tested or not shown.

entry | mol | ABHD5-PLIN5 inh | NCOA3 inh | NR5A2 inv ag | TLR9-MyD88 inh | COUP-TFII inh | MC4R barr agon
1 | COc1ccc(S(=O)(=O)N2CCOCC2)cc1NC(=O)CN1C(=O)NC2(CCCCC2C)C1=O (stereo unspecified) | -5 | 22 | -11 | -3 | 14 | -1.8
2 | CCCCCN(C(=O)CCC(=O)OCC(=O)NCc1ccc(OC)cc1)c1c(N)n(CCCC)c(=O)[nH]c1=O | -12 | 7 | -10 | -13 | -4 | -3.7
3 | CCC(c1nnnn1-c1c(C)cccc1C)N1CCN(CC)CC1 (stereo unspecified) | -1 | . | 10 | . | -26 | .
4 | Cc1ccc(S(=O)(=O)NCc2ccc(C(=O)N3CCc4ccccc4C3)cc2)cc1 | 2 | 21 | -2 | -2 | 1 | -2.0
5 | Cc1cc(C)n2nc(C(=O)OCC(=O)Nc3ccc4c(c3)OC(F)(F)O4)nc2n1 | -1 | 19 | 2 | -7 | -9 | -1.0
6 | O=C(O)c1cccc(CSc2nc(-c3ccccc3)cc(C(F)(F)F)n2)c1 | 8 | 0 | -11 | 5 | 0 | 2.6
7 | C=CCN(c1ccccc1)S(=O)(=O)c1ccc(Cl)c(C(=O)OCC(=O)c2[nH]c(C)c(C(C)=O)c2C)c1 | -2 | 23 | 10 | -9 | 18 | -2.6
8 | CC(c1ccccc1)n1cc(C(=O)NCCCn2ccnc2)nn1 (stereo unspecified) | -4 | 13 | -2 | 1 | 3 | 2.3
9 | CCn1cc(C(=O)O)c(=O)c2cc(F)c(N3CCN(C(=S)NC(=O)c4ccc(OC)cc4)CC3)cc21 | -10 | -2 | -3 | 2 | 4 | 2.9
10 | O=C(Nc1cccnc1)c1cc(-c2cccc(Cl)c2)on1 | 4 | 14 | -1 | 8 | 10 | 2.9
11 | CCOC(=O)C1=C(C)OC(N)=C(C#N)C1c1ccoc1 (stereo unspecified) | 0 | -12 | 1 | 6 | -9 | -0.4
12 | O=C(CS(=O)(=O)c1ccc(Cl)cc1)Nc1nnc(-c2cccs2)o1 | 1 | 8 | -4 | -3 | -16 | -1.7
13 | Cc1cc(C(=O)Nc2ccccc2C(=O)O)oc1C | 2 | -22 | -14 | -3 | 12 | -0.9
14 | O=C(CSc1ccccc1)N1CCN(S(=O)(=O)c2ccccc2F)CC1 | 6 | -13 | 13 | 1 | 6 | 0.6
15 | CC(C(=O)N1CCN(c2ccc([N+](=O)[O-])cc2)CC1)N1C(=O)C2CC=CCC2C1=O (stereo unspecified) | 2 | 6 | 9 | 2 | -4 | -4.3

entry | MC4R antagonist | EBV LMP1 NFkB | NOD2-RIPK2 inh | SRC1 inh | NCOA2 inhibitor
1 | 3 | -6 | 3 | -6 | -13
2 | -1 | -7 | -16 | -5 | 30
3 | . | . | 1 | . | -3
4 | 5 | 8 | -8 | 5 | 9
5 | 3 | 2 | -2 | -25 | 10
6 | 22 | -3 | -10 | -13 | 2
7 | 2 | 0 | 3 | 7 | -8
8 | 12 | -4 | 4 | -5 | -24
9 | 28 | -3 | -2 | 9 | -16
10 | -8 | 2 | -8 | -9 | 0
11 | 3 | -7 | -9 | -13 | -4
12 | 4 | 2 | 7 | -8 | 0
13 | 18 | 4 | -6 | -12 | -3
14 | 2 | -8 | 3 | 6 | -19
15 | 5 | -9 | 0 | -6 | 2

Other entries follow.
entry | mol | ABHD5-PLIN5 inh | NCOA3 inh | NR5A2 inv ag | TLR9-MyD88 inh | COUP-TFII inh | MC4R barr agon
16 | CNc1ccc(-c2ccccc2CO)cn1 | 2 | -16 | -10 | . | 1 | -2.1
17 | O=C(/C=C/c1ccco1)N(Cc1cccc(F)c1)C1CCS(=O)(=O)C1 (stereo unspecified) | 16 | 25 | -2 | -7 | 3 | -2.4
18 | O=C(O)c1cccc(S(=O)(=O)Nc2ccc3c(c2)OCO3)c1 | 0 | 4 | 19 | -3 | -1 | -0.4
19 | Cc1cc(C)n(-c2nc3ccccc3c(=O)n2OCc2ccc(F)cc2)n1 | 2 | -18 | -4 | -3 | -1 | 0.2
20 | CCC(=O)Nc1nnc(SCC(=O)Nc2cccc(Cl)c2)s1 | 2 | 0 | 9 | -3 | -7 | -1.4
21 | CCN1CCN(c2nc3ccccc3nc2C(C#N)C(=O)OCc2ccccc2)CC1 (stereo unspecified) | 8 | 13 | -10 | -2 | 1 | 1.3
22 | O=C(O)c1ccc(/C=N/Nc2ncc(Cl)cc2Cl)cc1 | 2 | -21 | -37 | 2 | 18 | -2.3
23 | Cc1nc(NCc2ccco2)c2oc3ccccc3c2n1 | 0 | 11 | -3 | -1 | 5 | 0.5
24 | NC(=O)[C@H]1CC2(CC(c3cccc(NC(=O)COc4ccc(Cl)cc4)c3)=NO2)CN1C(=O)Cc1ccc([N+](=O)[O-])cc1 (stereo partly specified) | 2 | 27 | 42 | -5 | 74* | -1.3
25 | COc1ccc(OC)c(NC(=S)NCc2ccco2)c1 | -6 | 20 | -4 | -1 | 9 | -1.6
26 | O=C(Nc1ccc(Nc2ccccc2)cc1)c1ccc(Cl)cc1Cl | -9 | 5 | -1 | . | -15 | 4.8
27 | CCCC(NC(=O)CNC(=O)C(C)(C)C)C(=O)O (stereo unspecified) | 4 | 0 | 0 | -4 | -4 | -0.4
28 | Cc1ccc(S(=O)(=O)NCC(=O)OCC(=O)NCCc2ccccc2)cc1 | 4 | -6 | -23 | 8 | 5 | -0.4
29 | COc1cccc(NC(=O)CN(C)C(=O)c2ccc(NS(=O)(=O)c3ccc(F)cc3)cc2)c1 | 2 | 7 | 2 | 0 | 12 | 0.2
30 | COc1ccc([C@H]2CC(=O)C=C(c3ccc(Cl)c(Cl)c3)C2)cc1 | 3 | -9 | -3 | 3 | -2 | 1.7

entry | MC4R antagonist | EBV LMP1 NFkB | NOD2-RIPK2 inh | SRC1 inh | NCOA2 inhibitor
16 | 4 | . | 5 | -7 | -2
17 | 5 | 2 | -8 | 19 | -4
18 | 4 | -2 | 1 | -37 | -5
19 | -1 | -7 | 3 | -2 | -46
20 | 3 | 6 | -5 | 11 | 16
21 | 10 | 7 | 18 | 6 | 8
22 | 0 | 5 | -11 | -7 | 2
23 | 7 | 6 | -2 | -6 | -5
24 | 2 | 26 | -4 | 28 | 11
25 | 1 | 5 | 0 | -22 | 6
26 | 20 | . | -16 | -1 | -10
27 | 0 | -2 | -17 | -13 | -49
28 | 28 | 0 | -17 | -9 | 3
29 | 12 | -6 | 4 | -10 | -17
30 | 2 | -5 | -4 | -3 | -17

Reformatted with values ahead of the structure: entries from further up
entry	ABHD5-PLIN5 inh	NCOA3 inh	NR5A2 inv ag	TLR9-MyD88 inh	COUP-TFII inh	MC4R barr agon	MC4R antagonist	EBV LMP1 NFkB	NOD2-RIPK2 inh	SRC1 inh	NCOA2 inhibitor	compound
29	2	7	2	0	12	0.2	12	-6	4	-10	-17	COc1cccc(NC(=O)CN(C)C(=O)c2ccc(NS(=O)(=O)c3ccc(F)cc3)cc2)c1
23	0	11	-3	-1	5	0.5	7	6	-2	-6	-5	Cc1nc(NCc2ccco2)c2oc3ccccc3c2n1

3 compounds from above, arranged by the number in NCOA3 inh, smallest number first.
#	Molecule	NCOA3 inh
22	O=C(O)c1ccc(/C=N/Nc2ncc(Cl)cc2Cl)cc1	-21
27	CCCC(NC(=O)CNC(=O)C(C)(C)C)C(=O)O (stereo unspecified)	0
25	COc1ccc(OC)c(NC(=S)NCc2ccco2)c1	20

Additional records.
entry | mol | ABHD5-PLIN5 inh | NCOA3 inh | NR5A2 inv ag | TLR9-MyD88 inh | COUP-TFII inh | MC4R barr agon
31 | CC(C)(C)c1cc(NC(=O)C2CCCO2)no1 (stereo unspecified) | 0 | -45 | -96 | 4 | -36 | -2.0
32 | CC(C)CCN(C(=O)CNC(=O)c1cccs1)C(C(=O)NC1CCCC1)c1ccncc1 (stereo unspecified) | 1 | 13 | 0 | 5 | 10 | -1.8
33 | CCn1ncc(Cl)c1C(=O)Nc1ccncc1 | -2 | 11 | 2 | 0 | 7 | 0.4
34 | COCc1cc(C)nc(SCC(=O)Nc2cc3c(cc2C#N)OCO3)c1C#N | 3 | 13 | 42 | 8 | -18 | 0.5
35 | CCOC(=O)CSc1cc(CS(=O)(=O)c2ccccc2)nc(-c2ccccc2)n1 | -4 | 16 | -13 | -4 | -6 | 0.5
36 | O=C(CCC(=O)N(CC(=O)NC1CCCCC1)Cc1cccs1)Nc1nccs1 | -1 | -6 | -11 | 0 | 14 | -2.5
37 | Cc1cc(NC(=O)CCSc2ccccc2)ccc1Br | -7 | -29 | -28 | -2 | -30 | 2.3
38 | O=C(Cc1c[nH]c2ccccc12)N/N=C/c1cccc(F)c1 | 5 | -9 | -1 | 1 | -7 | -2.8
39 | COCCN1C=C2C(=O)C(C)(OC(=O)CCC(=O)OC)C(=O)C(Br)=C2C=C1c1ccc(OC)cc1 (stereo unspecified) | -22 | 0 | 6 | -5 | . | 0.3
40 | COc1nc(Oc2ccc(C(=O)O)cc2)nc(Oc2ccc(C(=O)O)cc2)n1 | 3 | 3 | -9 | -1 | -4 | -1.9
41 | N#CCCN(C(=O)COC(=O)CCc1ccccc1)c1ccccc1 | 5 | 8 | 8 | 0 | 18 | -2.1
42 | COc1cccc(NC(=S)N2CCn3cccc3C2c2cccnc2)c1 (stereo unspecified) | 3 | -10 | 9 | 4 | -16 | -1.3
43 | COC(=O)c1ccccc1NC(=S)NC(=O)c1ccc2ccccc2c1 | -9 | 16 | -43 | -6 | -14 | 1.2
44 | CCOC1OC(=O)C(Cl)=C1Nc1cc(C)ccc1C (stereo unspecified) | 2 | 8 | 18 | -3 | -14 | -1.3
45 | COc1ccc(C2Nc3ccccc3C(=O)N2c2ccccc2)cc1CSc1ccccn1 (stereo unspecified) | -5 | -10 | 15 | -7 | -7 | -1.2
46 | CC(Sc1nnc(N)s1)C(=O)NC1CCCCC1C (stereo unspecified) | -5 | -12 | -3 | -3 | 6 | 0.4

entry | MC4R antagonist | EBV LMP1 NFkB | NOD2-RIPK2 inh | SRC1 inh | NCOA2 inhibitor
31 | 2 | -12 | 3 | -43 | -50
32 | -4 | 2 | 3 | -6 | -29
33 | 2 | -7 | -2 | 5 | -20
34 | 2 | -4 | 7 | 2 | -27
35 | 5 | -2 | -3 | -9 | 0
36 | -3 | -7 | 2 | 7 | 13
37 | -4 | 4 | -7 | -58 | -28
38 | 4 | -8 | -6 | 2 | 10
39 | -5 | 2 | 4 | -8 | .
40 | 7 | 3 | -1 | -4 | -23
41 | -3 | -2 | -5 | 14 | 0
42 | 1 | -4 | -2 | 7 | -42
43 | 6 | -9 | -5 | 8 | -34
44 | 13 | 0 | -6 | 15 | 21
45 | 18 | -1 | -9 | -9 | -10
46 | 8 | 5 | -5 | 19 | -5

Source: PubChem

These rows are one share of the data, so the mix of outcomes need not match the whole.
